MEKK2mut PB1 HTS = signal of MEK5 binding to mutant human MEKK2 PB1 domain | percent response, % at 10 µM | 290,000 compounds, 0.35% hits | bead flow cytometry, Alexa488-MEK5 binding to MEKK2 mutant; in the data active = percent response above about 24%, passing the limit was not always enough; note: inactives centre near 1; some results filed as inactive read as strong as hits
MEKK3 PB1 HTS = MEKK3-MEK5 PB1 interaction, increase or decrease; Q99759; bead-based flow cytometry, Alexa488-MEK5 binding to MEKK3; actives lie on both sides; 0 = blocked by unlabeled MEK5, 100 = vehicle; binding response (% of control), % at 10 µM; 290,000 compounds, 1.4% hits;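 active = binding response more than 3 SD above or below the average of its plate-row segment, actives on both sides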;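 note: Alexa488 bead fluorescence after subtracting the streptavidin-only scavenger bead signal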
Target sequence (Q99759 whole entry, looked up): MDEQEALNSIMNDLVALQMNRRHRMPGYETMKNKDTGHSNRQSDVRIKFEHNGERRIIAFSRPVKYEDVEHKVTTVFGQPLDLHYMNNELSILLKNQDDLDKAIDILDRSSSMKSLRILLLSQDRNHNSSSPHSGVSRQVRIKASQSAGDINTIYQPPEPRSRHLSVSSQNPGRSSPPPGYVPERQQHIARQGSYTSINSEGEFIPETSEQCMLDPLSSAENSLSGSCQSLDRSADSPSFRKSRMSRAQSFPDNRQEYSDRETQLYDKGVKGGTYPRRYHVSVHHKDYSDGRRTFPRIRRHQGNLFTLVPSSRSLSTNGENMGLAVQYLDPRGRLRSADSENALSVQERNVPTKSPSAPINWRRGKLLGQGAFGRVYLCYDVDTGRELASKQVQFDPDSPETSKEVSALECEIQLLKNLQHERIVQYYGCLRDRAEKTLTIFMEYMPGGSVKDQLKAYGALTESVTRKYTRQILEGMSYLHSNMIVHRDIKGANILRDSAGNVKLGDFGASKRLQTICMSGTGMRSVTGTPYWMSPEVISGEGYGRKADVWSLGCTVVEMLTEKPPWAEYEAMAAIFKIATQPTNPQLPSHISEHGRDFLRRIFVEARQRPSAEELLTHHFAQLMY
MEKK2 WT-MEK5 = raises or lowers MEK5 binding to wildtype human MEKK2 PB1 domain. Q9Y2U5. bead flow cytometry, Alexa488-MEK5 binding to MEKK2 WT; actives lie on both sides. binding response (% of control), % at 10 µM. 290,000 compounds, 1.1% hits; in the data active = binding response below about 67% or above about 130%
UBC9 SUMO inh = SUMOylation inhibition; P63279; HTRF SUMOylation assay, SAE1/SAE2 + UBC9, in vitro; inhibition, % at 35 µM; 290,000 compounds, 0.36% hits; in the data active = inhibition above about 50%, passing the limit was not always enough; note: strong numbers were not always called active
Target sequence (P63279 whole entry, looked up): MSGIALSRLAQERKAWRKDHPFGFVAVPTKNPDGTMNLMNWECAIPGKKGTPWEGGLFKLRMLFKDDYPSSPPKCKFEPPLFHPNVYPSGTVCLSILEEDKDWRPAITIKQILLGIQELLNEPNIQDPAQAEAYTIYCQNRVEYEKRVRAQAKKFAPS
CRFBP-R2 block = antagonists of CRF-binding protein/CRF-R2 receptor complex; HEK293 CRF-R2/CRF-BP, CRF-induced calcium fluorescence; inhibition, % at 11.8 µM; 350,000 compounds, 0.59% hits; AID 588475;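 active = inhibition of the ligand-induced calcium signal above about 50% at the single tested concentration, limit read from the data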
GalR3 antagonist = antagonists of human GalR3; O60755; 360,000 compounds, 0.44% hits; inhibition, % at 3 µM; HEK293 GalR3-CNG cAMP membrane potential fluorescence; galR3 body fused to GalR1 C-terminus;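 active = inhibition above the screen-wide average plus 3 SD, cut at about 13% in these data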;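 note: forskolin and galanin both at EC90 stimulate the cells; cAMP rise reported by CNG channel membrane potential dye signal; 0% = forskolin plus galanin with DMSO and 100% = forskolin alone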
Target sequence (O60755 1-299 limits assumed): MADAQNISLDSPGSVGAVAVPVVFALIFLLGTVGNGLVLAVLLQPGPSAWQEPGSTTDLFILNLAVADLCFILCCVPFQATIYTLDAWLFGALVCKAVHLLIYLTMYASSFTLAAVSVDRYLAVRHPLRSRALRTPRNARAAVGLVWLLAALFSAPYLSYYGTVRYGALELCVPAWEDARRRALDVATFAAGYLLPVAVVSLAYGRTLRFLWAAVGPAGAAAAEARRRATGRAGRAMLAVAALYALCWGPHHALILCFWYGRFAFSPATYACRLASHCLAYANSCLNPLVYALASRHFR
FID counter = displaces DNA intercalator in HCV helicase counter-screen | DNA fluorescent intercalator displacement, fluorescence | inhibition, % at 7.9 µM | 290,000 compounds, 0.17% hits; in the data active = inhibition above about 37%;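 note: 0% = vehicle and 100% = reference compound; higher means more ethidium bromide displaced from hairpin DNA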
HCV NS3 hel inh = inhibitors of Hepatitis C virus NS3 helicase; inhibition, % at 10.9 µM; NS3 helicase DNA unwinding, Cy5 molecular beacon fluorescence; 290,000 compounds, 0.56% hits; AID 1800;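 active = inhibition above the mean of all tested compounds plus 3 SD, set per campaign, cut at about 35% in these data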;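 note: 0% = DMSO wells and 100% = thioflavine S control wells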
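Measured by: Cy5 fluorescence, 0 and 60 min reads / Assay system: NS3 helicase fragment of HCV / Control set: low DMSO, high thioflavine S at 110 µM / Times: 1 h reaction at 25 °C, ATP-initiated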
CRFR2-BP ag = CRF-BP/CRF-R2 complex agonism; activation, % at 13.2 µM; HEK293 CRF-R2/CRF-BP, calcium dye fluorescence (FLIPR); percent of saturating CRF peptide response; 350,000 compounds, 0.46% hits;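 active = activation of at least 50%, plus an integration ratio under a set limit after plate pattern correction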;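 note: plate controls were neutral control wells without compound for no effect and CRF at EC100 for full effect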
* = called active by the depositor; . = not tested or not shown.

1: CCOC(=O)c1ccccc1NC(=O)COC(=O)CCNS(=O)(=O)c1ccccc1
2: CCCn1nnc(NC(=O)c2ccc3ccccc3c2)n1
3: O=C(CCn1c(=O)oc2ccc(Cl)cc21)N1CCN(c2ccccc2)CC1
4: CCOC(=O)c1c(NC(=O)c2c(Br)cnn2CC)sc(C)c1C
5: CCOc1ccc(-c2ccc(SCC(=O)NC3CCCCC3)nn2)cc1
6: O=C(COc1ccccc1Cl)NC(=S)N1CCc2ccccc21
7: CCc1nnc(NC(=O)OCc2ccccc2)s1
8: COc1cc(NC(=O)c2cccnc2Sc2ccc(Cl)cc2)cc(OC)c1OC
9: O=C(COC(=O)c1cncc(Br)c1)NCc1ccc(F)cc1
10: CN(C)C(=S)NC(=O)C12CC3CC(C)(CC(C)(C3)C1)C2

Screen / compound no.,1,2,3,4,5,6,7,8,9,10
MEKK2mut PB1 HTS,-2.0,0.0,1.0,2.0,0.0,6.0,3.0,-3.0,2.0,4.0
MEKK3 PB1 HTS,101.0,100.0,97.0,93.0,97.0,105.0,102.0,96.0,104.0,107.0
MEKK2 WT-MEK5,100.0,103.0,98.0,97.0,98.0,105.0,100.0,93.0,98.0,104.0
UBC9 SUMO inh,-9.2,8.0,4.5,6.2,9.6,28.7,6.6,-4.5,9.3,2.7
CRFBP-R2 block,-16.2,0.4,-8.0,-29.4,10.8,7.2,-16.8,19.6,-14.8,-3.3
GalR3 antagonist,-1.8,-4.5,-10.3,-0.2,1.9,-8.6,-2.9,-0.1,8.9,-7.1
FID counter,-41.8,-15.7,-30.4,0.0,-10.2,-5.1,-6.1,-26.1,0.9,-20.9
HCV NS3 hel inh,-10.0,22.1,-16.7,-7.0,2.1,0.6,1.6,-17.1,-5.2,4.3
CRFR2-BP ag,0.3,-2.2,-4.1,0.1,1.5,-1.1,-1.4,-1.4,0.4,-0.6

Laid out differently: results already given
no. | canonical_smiles | MEKK2mut PB1 HTS | MEKK3 PB1 HTS | MEKK2 WT-MEK5 | UBC9 SUMO inh | CRFBP-R2 block | GalR3 antagonist | FID counter | HCV NS3 hel inh | CRFR2-BP ag
1 | CCOC(=O)c1ccccc1NC(=O)COC(=O)CCNS(=O)(=O)c1ccccc1 | -2.0 | 101.0 | 100.0 | -9.2 | -16.2 | -1.8 | -41.8 | -10.0 | 0.3
9 | O=C(COC(=O)c1cncc(Br)c1)NCc1ccc(F)cc1 | 2.0 | 104.0 | 98.0 | 9.3 | -14.8 | 8.9 | 0.9 | -5.2 | 0.4
2 | CCCn1nnc(NC(=O)c2ccc3ccccc3c2)n1 | 0.0 | 100.0 | 103.0 | 8.0 | 0.4 | -4.5 | -15.7 | 22.1 | -2.2
7 | CCc1nnc(NC(=O)OCc2ccccc2)s1 | 3.0 | 102.0 | 100.0 | 6.6 | -16.8 | -2.9 | -6.1 | 1.6 | -1.4

New compounds follow
11: O=C(CN1C(=O)c2cccc3cccc1c23)N1CCN(c2ccccc2)CC1
12: CCOC(=O)Nc1ccc(C)cc1Br
13: Fc1ccc(CNCC2CCCO2)cc1 (stereo not drawn)
14: COC(=O)/C=C/c1ccc(-n2cncn2)cc1
15: CN(C)c1ccc(C(C(=O)NCc2ccccc2)N(Cc2cccnc2)C(=O)c2snc(C(N)=O)c2N)cc1 (stereo not drawn)
16: COC(=O)CSc1nnc(CNc2ccc(Cl)cc2)n1Cc1ccccc1
17: Cc1ccc2nc(C)c(C)nc2c1N
18: CN(C(=O)CSc1nnc(-c2ccco2)n1N)C1CCCCC1
19: CC(=O)OC1COC(OC2C(O)C(C)OC(OC3C(OC4CCC5(C)C(CCC6(C)C5CC=C5C7CC(C)(C)CCC7(C(=O)O)CCC56C)C4(C)CO)OCC(O)C3O)C2O)C(O)C1OC(C)=O (stereo not drawn)
20: O=C(/C=C/c1ccccc1)OCN1C(=O)c2ccccc2C1=O

Screen / compound no.,11,12,13,14,15,16,17,18,19,20
MEKK2mut PB1 HTS,6.0,-4.0,-2.0,-3.0,3.0,13.0,4.0,-1.0,7.0,6.0
MEKK3 PB1 HTS,102.0,99.0,98.0,101.0,100.0,109.0,101.0,99.0,106.0,104.0
MEKK2 WT-MEK5,112.0,99.0,100.0,98.0,98.0,106.0,100.0,96.0,103.0,106.0
UBC9 SUMO inh,22.3,7.7,7.0,2.3,4.4,17.1,-9.4,3.7,-2.7,9.6
CRFBP-R2 block,-9.7,1.2,-1.9,-3.1,8.6,9.5,-5.0,-3.0,.,1.8
GalR3 antagonist,-3.8,-6.0,-7.5,-6.0,-7.0,-7.1,0.5,-2.5,.,-5.8
FID counter,-9.0,0.5,-2.1,1.6,-19.9,-29.4,-2.2,-7.9,-42.0,-18.2
HCV NS3 hel inh,-1.8,4.4,6.2,-11.5,-2.3,-3.4,5.2,6.5,-22.1,-5.6
CRFR2-BP ag,-0.8,0.4,0.2,1.2,0.5,-2.5,-0.4,-0.6,.,0.9

21: COc1cc(NS(=O)(=O)c2ccc(NC(=S)NC(=O)c3ccccc3)cc2)nc(OC)n1
22: CCCCNC(=O)C1c2cc(OC)c(OC)cc2C(=O)N(C)C1c1cccs1 (stereo not drawn)
23: COc1ccc(Cc2nnc(NC(=O)c3ccc(OC)c(OC)c3)s2)cc1OC
24: CNc1oc(-c2ccccc2Cl)nc1P(=O)(c1ccccc1)c1ccccc1
25: O=C(Cn1cnc2c(nnn2Cc2ccccc2)c1=O)c1ccc(Cl)cc1
26: CCc1cc2c(=O)c(Oc3ccccc3F)c(C)oc2c(CN(C)C)c1O
27: O=C(O)CCC(=O)/C=C/c1ccccc1
28: CC1CCN(C(=O)CCc2nnc(-c3ccccc3)o2)CC1
29: CCC(CC)COC(=O)C1=C(C)NC(=O)NC1c1cccc([N+](=O)[O-])c1 (stereo not drawn)
30: CN(NC(=O)c1ccccc1)C1=NS(=O)(=O)c2ccccc21

Screen / compound no.,21,22,23,24,25,26,27,28,29,30
MEKK2mut PB1 HTS,2.0,-9.0,-5.0,10.0,10.0,13.0,8.0,-4.0,11.0,-8.0
MEKK3 PB1 HTS,99.0,90.0,97.0,105.0,111.0,112.0,105.0,98.0,110.0,101.0
MEKK2 WT-MEK5,96.0,89.0,91.0,111.0,113.0,114.0,101.0,96.0,108.0,96.0
UBC9 SUMO inh,2.6,8.2,-6.8,-47.5,7.7,63.5*,18.5,17.4,8.4,18.2
CRFBP-R2 block,-1.6,-10.4,1.2,0.0,-33.3,5.7,-22.8,-16.2,-8.0,-3.3
GalR3 antagonist,-10.0,1.8,-3.3,-4.5,.,-3.1,-5.1,-1.4,-6.8,-5.8
FID counter,-36.0,-10.1,-24.6,-21.3,-2.0,2.1,2.0,-11.5,-20.6,1.8
HCV NS3 hel inh,11.0,3.6,1.2,-18.8,-0.9,6.1,9.1,-4.0,-4.3,6.5
CRFR2-BP ag,-1.1,2.2,-0.3,-2.9,5.0,4.6,-1.0,-2.8,-0.5,-1.9

31: Cc1ccccc1NC(=O)Cn1nnc2sc3c(c2c1=O)CC(C)(C)OC3
32: O=C(NNC(=O)NC1CCCCC1)NC1CCCCC1
33: Cc1ccnc(NCc2ccccc2O)c1
34: COc1cc(NC(=O)c2ccc3c(=O)n(Cc4ccco4)c(=S)[nH]c3c2)cc(OC)c1OC
35: O=C(O)CCCC(=O)N1CCc2cc(S(=O)(=O)NCc3ccccc3)ccc21
36: N=c1n(CCN2CCOCC2)c2ccccc2n1Cc1ccccc1Br
37: Cn1nnnc1SCC(=O)NCc1cc([N+](=O)[O-])ccc1O
38: CN(Cc1ccc(C#CCCO)cc1)CC1CCCN(CCc2ccc(Cl)cc2)C1 (stereo not drawn)
39: CCOc1ccccc1NC(=O)c1c(Br)cnn1C
40: Cc1cc(/C=C(\C#N)C(=O)NC2CC2)c(C)[nH]1

Screen / compound no.,31,32,33,34,35,36,37,38,39,40
MEKK2mut PB1 HTS,6.0,-1.0,8.0,2.0,-10.0,-2.0,2.0,21.0,1.0,3.0
MEKK3 PB1 HTS,103.0,100.0,108.0,108.0,92.0,96.0,123.0,110.0,119.0,111.0
MEKK2 WT-MEK5,101.0,99.0,105.0,101.0,89.0,100.0,107.0,154.0*,120.0,101.0
UBC9 SUMO inh,3.2,-7.5,22.9,20.7,-6.5,-15.9,13.7,-3.7,2.1,1.9
CRFBP-R2 block,-8.3,-3.7,16.1,-16.1,-3.7,-7.7,-0.2,-7.7,-9.0,4.2
GalR3 antagonist,-2.3,-9.0,-3.4,-2.4,-5.3,-0.7,-3.1,-4.3,1.2,-3.9
FID counter,-3.3,-4.5,-7.0,-6.5,-7.5,7.6,-0.3,10.1,-10.3,3.9
HCV NS3 hel inh,16.0,-12.4,-1.4,2.5,10.5,-10.7,4.1,-16.4,11.7,-10.2
CRFR2-BP ag,0.3,0.3,-2.0,0.4,0.3,0.3,-0.9,8.4,0.1,0.6

41: CC(C)OCC(O)CN (stereo not drawn)
42: O=C(CCN1C(=O)/C(=C/c2ccccc2Cl)SC1=S)NC1C=CS(=O)(=O)C1 (stereo not drawn)
43: CCCNC(=O)CSc1nc(-c2cccs2)cc(C(F)(F)F)n1
44: COc1ccc(C)cc1S(=O)(=O)N(C)CC(=O)N1CCC(C(N)=O)CC1
45: COc1cccc(-c2cc(C(=O)N3CCN(Cc4ccccc4)CC3)no2)c1
46: CCN(CC)C(=O)Oc1c(Cl)cc(Cl)c2cccnc12
47: CC(C)C[C@H](CO)Nc1nc(Nc2cccc(Cl)c2)c2ncn(C(C)C)c2n1
48: CCc1cc2cc(C)ccc2nc1SCC(=O)N1CCN(C(=O)c2ccco2)CC1
49: O=C(CC1C(=O)NCCN1Cc1ccccc1)NC1CCCCCC1 (stereo not drawn)
50: CCOc1ccc(CCNC(=O)C2CCC(=O)N2C2CCCCC2)cc1OCC (stereo not drawn)
51: Cc1ccc(C)n1-c1nnc(N2CCC(C(=O)NCCCN3CC(C)CC(C)C3)CC2)s1 (stereo not drawn)

Screen / compound no.,41,42,43,44,45,46,47,48,49,50,51
MEKK2mut PB1 HTS,-3.0,-7.0,1.0,4.0,4.0,-8.0,9.0,2.0,3.0,-5.0,0.0
MEKK3 PB1 HTS,99.0,97.0,100.0,104.0,101.0,86.0,115.0,99.0,99.0,96.0,101.0
MEKK2 WT-MEK5,101.0,95.0,101.0,105.0,107.0,89.0,95.0,101.0,106.0,93.0,102.0
UBC9 SUMO inh,8.5,15.0,22.5,0.0,5.8,2.5,2.0,-9.7,3.0,17.3,.
CRFBP-R2 block,17.2,-1.6,-8.6,11.4,-23.3,-2.5,2.8,-9.0,-8.2,-18.4,-1.2
GalR3 antagonist,-3.9,-9.1,-5.1,6.3,-9.5,-3.3,-6.1,-3.2,4.1,-5.6,-3.6
FID counter,1.5,-20.7,-11.7,-3.2,-6.2,-24.8,.,-32.7,-22.9,-16.4,12.2
HCV NS3 hel inh,6.0,-4.1,4.3,-3.0,2.7,-1.7,.,-8.7,-7.8,3.9,-3.0
CRFR2-BP ag,-0.9,-0.1,-2.9,-1.2,0.3,-0.8,-0.6,-0.9,1.2,2.5,-0.3

Printed as active in UBC9 SUMO inh (from the list above):
| nr | Structure | MEKK2mut PB1 HTS | MEKK3 PB1 HTS | MEKK2 WT-MEK5 | UBC9 SUMO inh | CRFBP-R2 block | GalR3 antagonist | HCV NS3 hel inh | CRFR2-BP ag |
| --- | --- | --- | --- | --- | --- | --- | --- | --- | --- |
| 26 | CCc1cc2c(=O)c(Oc3ccccc3F)c(C)oc2c(CN(C)C)c1O | 13.0 | 112.0 | 114.0 | 63.5* | 5.7 | -3.1 | 6.1 | 4.6 |

Bioassay records: PubChem, several laboratories

Some of the compounds tested (hit frequency here may not be typical).
